# Siah-1 displacement – Siah-1 peptide-binding antagonists, primary screen, biochemical, fluorescence polarization, rhodamine-plectin, uHTS (AID 1817). actives 0.02% (n = 290,000). Siah-1 / rhodamine-plectin peptide fluorescence polarization; higher % means a stronger effect. displacement, % at 20 µM; hits with a dose series show IC50 in µM;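 active = displacement of at least 50% at 20 µM, with a fluorescence ratio check between 0.3 and a set limit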;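 also: plate controls were Siah plus tracer with DMSO for no effect and tracer alone without Siah for full effect; strong numbers were not always called active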
# AID2073 – disruptors of CaV2.2 binding to Mint1 – biochemical, HTRF (AID 2073); HTRF protein-protein interaction, Mint1-CaV2.2; higher % means a stronger effect; one-dose inhibition, % at 20 µM; IC50 in µM for titrated hits; actives 0.19% (n = 290,000); in the data active = inhibition mostly above about 51%, no sharp cut-off; also: some results filed as inactive read as strong as hits
# LYP phosphatase – PTPN22 lymphoid phosphatase activity blockers – biochemical, fluorescence intensity, uHTS (AID 1779); recombinant LYP phosphatase, fluorescence intensity; higher % means a stronger effect; actives 0.054% (n = 290,000); inhibition, % at 11.5 µM, or IC50 in µM where a hit was titrated; in the data active = inhibition above about 50%;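 also: plate controls were vehicle with enzyme for no effect and no enzyme for full effect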
# Starred values were filed as active, the others as inactive.
Siah-1 displacement | AID2073 | LYP phosphatase | canonical_smiles
-5% | 4% | -15% | CCN1CCN(c2sc(S(C)(=O)=O)nc2S(=O)(=O)c2ccc(Cl)cc2)CC1
0% | 4% | -9% | O=C(c1ccccc1)c1ccc(-n2ccnc2)c([N+](=O)[O-])c1
1% | -11% | -2% | CN(CCc1ccccn1)Cc1ccc(Cl)c(Cl)c1
4% | 9% | -6% | CCCCn1c(N)c(N(CCOC)C(=O)c2ccc(Cl)c(S(=O)(=O)N3CCCC3)c2)c(=O)[nH]c1=O
0% | 0% | -7% | CCc1ccc2oc(C(=O)N3CCN(c4ccc(OC)cc4)CC3)cc(=O)c2c1
-1% | 5% | -8% | O=C(Nc1ccc(Cl)cc1F)c1cccc2ccccc12
18% | 13% | -4% | CC(=O)NNC(=O)c1[nH]c2ccc(Br)cc2c1-c1ccccc1
-4% | 5% | -10% | Cc1noc(C)c1COc1ccc(C(=O)Nc2ccccn2)cc1
0% | -8% | -6% | CCOC(=O)C1(Cc2ccccc2C)CCCN(C(=O)c2sccc2C)C1 (configuration not stated)
-1% | -3% | -9% | COc1cc(CNc2ncc(-c3ccc(Br)cc3)n2C)cc(OC)c1O
-1% | 14% | -4% | Cc1ccc(CNS(=O)(=O)c2ccc3c(c2)CCN3C(=O)C2CCC2)cc1
-2% | 13% | -7% | COC(=O)C(CO)NC(=O)C1CCCN1C(=O)CNC(=O)OCc1ccccc1 (configuration not stated)
2% | 26% | -12% | Cc1c(OCC(=O)NCCN2CCOCC2)ccc2c1oc(=O)c1ccccc12
-3% | 26% | -5% | CSc1ccc(S(=O)(=O)N2CCC(C(=O)NC3CC3)CC2)cc1
-4% | 4% | -10% | Cc1cc(=O)oc2cc(OCC(=O)Nc3ccc(N4CCC(C)CC4)cc3)ccc12
4% | 6% | -13% | O=C(NCCc1ccccn1)c1ccc2nc(Cc3ccccc3F)oc2c1
-2% | 8% | -4% | CCCCn1c(N)c(N(Cc2ccccc2OC)C(=O)C(C)C)c(=O)[nH]c1=O
-4% | 4% | -12% | CC1Sc2ccc(S(=O)(=O)N3CCC(C(=O)N(C)Cc4ccco4)CC3)cc2NC1=O (configuration not stated)
3% | 0% | -11% | CCCOc1ccc(-c2c(C(=O)N/N=C/c3ccsc3)nnn2-c2nonc2N)cc1
0% | 7% | -6% | O=C(Nc1ccc(Cl)cc1)c1cc(S(=O)(=O)Nc2ccccn2)ccc1Cl

# A second format for part of the listing above.
# Screens in order: Siah-1 displacement | AID2073 | LYP phosphatase
> Cc1cc(=O)oc2cc(OCC(=O)Nc3ccc(N4CCC(C)CC4)cc3)ccc12
  -4% | 4% | -10%
> O=C(NCCc1ccccn1)c1ccc2nc(Cc3ccccc3F)oc2c1
  4% | 6% | -13%

# Other records.
Siah-1 displacement | AID2073 | LYP phosphatase | canonical_smiles
-1% | -44% | 1% | CSc1ccc(/C=N/n2c(C3CCCCC3)n[nH]c2=S)cc1
4% | 6% | -10% | CC1CN(C(=O)CSc2cn(CC(=O)N3CCOCC3)c3ccccc23)CC(C)O1 (configuration not stated)
-1% | 9% | -2% | O=C(NCCN1CCCC1)c1ccc(Br)cc1
2% | 24% | -10% | Cc1ccccc1C(=O)N1CC(=O)Nc2ccc(F)cc2C1c1ccc(F)cc1 (configuration not stated)
2% | 24% | -7% | COc1ccccc1CNC(=O)CN1C(=O)COc2ccc(S(=O)(=O)NC3CCCC3)cc21
2% | 3% | -10% | COc1ccc(CCNC(=O)c2cc(=O)[nH]c3ccccc23)cc1
-7% | 2% | -11% | CC(=O)Nc1ccc(CN2CCCCCC2)cc1
3% | 4% | -6% | CCN(c1cccc(C)c1)S(=O)(=O)c1csc(C(N)=O)c1
-2% | -8% | -6% | CCOc1nc2cnccc2n(CC(=O)Nc2cccc(C)c2C)c1=O
1% | 12% | -6% | CC(=O)NCCC(=O)Nc1nc2ccc(Oc3ccccc3)cc2s1
-2% | 15% | 6% | CCn1c(C)c(C)c2cc(C(=O)N3CCN(c4cccc(C)c4C)CC3)ccc21
1% | 6% | -6% | Cc1cccc(C(=O)NCCNC(=O)c2cnccn2)c1
7% | 21% | -6% | Cc1cc(C(=O)Nc2ccc([N+](=O)[O-])cn2)cs1
-5% | 10% | 7% | COc1cc(CNc2ccc3[nH]c(=O)[nH]c3c2)cc(Br)c1OCc1ccccc1F
9% | 18% | -9% | COc1ccc(-n2nc(C(=O)NCC(=O)NCCN(C)C)c3ccccc3c2=O)cc1
13% | 8% | -6% | C=CCC1(CC=C)CCCN1C(=O)C1CCC(=O)N(CCc2ccc(Cl)cc2)C1 (configuration not stated)
3% | -14% | -1% | O=[N+]([O-])c1cc(Br)c(Nc2ccccc2)c([N+](=O)[O-])c1
-1% | 18% | -7% | CC(=O)Nc1ccc(-c2sc(Nc3ccccc3)n[n+]2C)cc1
0% | 46% | -2% | O=C(c1ccc(N2CCN(C(=O)c3cccc(F)c3)CC2)cc1)c1cccc(F)c1
-1% | -5% | -9% | Cc1ccc(N(CC(=O)NCc2ccccc2)C(=O)CCC(=O)Nc2ccccn2)cc1C
-3% | -4% | -10% | CCOc1ccc(CNC(=O)c2ccc3nc(N4CCOCC4)sc3c2)cc1
-1% | 3% | 1% | O=C(CSc1nc2ncc(Cl)cc2[nH]1)Nc1ccccc1-c1ccccc1
1% | 4% | -4% | COc1cccc(CNC(=O)c2ccncc2)c1
10% | 9% | -3% | COc1cccc(C(=O)O/N=C(\N)c2ccc(C)cc2)c1
2% | 10% | -6% | COc1cccc(NC(=O)[C@H](C)NC(=O)N2CCn3c2nc2ccccc23)c1
2% | 10% | -10% | C[C@@H](NC(=O)[C@@H]1Cc2ccccc2CN1)C(=O)NCC1CCCO1 (some centres not stated)
8% | -3% | -12% | CC1=C(C(=O)N2CCCC(N3CCN(c4ccccc4C)CC3)C2)OCCO1 (configuration not stated)
4% | 3% | -10% | Cc1ccc(S(=O)(=O)N[C@H](C(=O)NCC2CCC(C(=O)O)CC2)C(C)C)cc1 (some centres not stated)
6% | 4% | -6% | Cc1ccc(NC(=O)CN(C)C(=O)COC(=O)C(C)(C)Oc2ccc(Cl)cc2)cc1
-5% | 7% | -1% | Cc1cc(NC(=O)c2ccc([N+](=O)[O-])cc2)no1
-1% | 10% | -7% | Cc1csc(NS(=O)(=O)c2ccc(Cl)cc2)n1
-2% | 18% | -12% | COC(=O)C1CCN(C(=O)C2CCC(=O)N(CCc3cccc(F)c3)C2)CC1 (configuration not stated)
0% | 9% | -1% | C=CCNC(=O)C1CC(=O)N(c2ccc(OCc3ccccc3Cl)cc2)C1 (configuration not stated)
-2% | -6% | -18% | O=C(CCC1CCCN(C(=O)c2ccccc2Cl)C1)N1CCN(c2ccccn2)CC1 (configuration not stated)
6% | -4% | -9% | COc1ccc(CNC(=O)CN(C(=O)c2csnn2)c2cccc3ccccc23)cc1
0% | -8% | 1% | Cc1csc(NC(=O)c2sccc2C)n1
-4% | -5% | -6% | Cc1cc2nnc(SCC(=O)Nc3ccc(Cl)cc3)n2c(N)n1
0% | 4% | -6% | Cc1c(-c2ccccc2)nnn1-c1ccc(F)cc1F
2% | -1% | -10% | Cc1ccc(N2CC(C(=O)Nc3nnc(SCCN4CCOCC4)s3)CC2=O)cc1 (configuration not stated)
-4% | 3% | -8% | Cc1nc2ccc([N+](=O)[O-])cc2c(=O)n1Cc1cccc(F)c1
1% | 16% | -2% | COc1cc(/C=C(\C#N)C(=O)Nc2ccc(C(=O)O)cc2)ccc1OC(=O)c1cccc(F)c1
-4% | 11% | -4% | COCc1cc(=O)oc2cc(NC(=O)c3ccc(C(C)(C)C)cc3)ccc12
-1% | 3% | -14% | COc1ccccc1N1CCN(S(=O)(=O)c2c(C)[nH]c(C)c2C(=O)N2CCCC2)CC1
-9% | 12% | -2% | COC(=O)c1ccn(CC(=O)NC2CCCCC2)n1
10% | 1% | -4% | O=C(CNC(=O)c1cccs1)c1ccc(Cl)cc1
7% | 8% | -7% | COc1ccc(CNC(=O)CCn2c(=O)c3cccn3c3ccc(F)cc32)cc1
-8% | 25% | -4% | CSc1ccc(C(=O)C2CCCN(C(=O)c3nonc3C)C2)cc1 (configuration not stated)
3% | 7% | -3% | COc1ccc(/C=C2\SC(=S)N(CCCC(=O)Nc3cccc(C(=O)O)c3)C2=O)cc1OC
1% | 20% | -7% | Cc1nc(-c2ccc(S(=O)(=O)N3CCN(c4ccccc4)CC3)cc2)co1
1% | 2% | -1% | CCc1cccc(C)c1NC(=O)CSc1nc2ccncc2[nH]1
1% | 4% | -1% | COC(=O)/N=C(/Cc1ccc(OC)cc1)c1ccc(OC)cc1
0% | 13% | -12% | O=C(Cc1ccc(Cl)cc1)Nc1ccc(C(=O)N2CCCCC2)cc1
-4% | 4% | -10% | COCCOC(=O)c1[nH]c2c(c1C)C(=O)CC(c1ccc(OC)c(OC)c1)C2 (configuration not stated)
4% | 14% | -4% | O=C(O)CCCn1cc(NC(=O)COc2ccc(F)cc2)cn1
-2% | -3% | -3% | COc1ccc(CCNC(=O)CC(=O)N/N=C/c2ccc(Br)cc2)cc1OC
-3% | 27% | 4% | COc1ccc(-n2nc(C(=O)NCC(=O)Nc3cc(OC)c(OC)c(OC)c3)c3ccccc3c2=O)cc1Cl
2% | -1% | 0% | COc1ccc(-n2nc(C(=O)NCC(=O)N3CCN(c4ccccc4OC)CC3)c3ccccc3c2=O)c(OC)c1
2% | 6% | -4% | Cn1c(=O)c2c(nc(Oc3ccccc3Br)n2C)n(C)c1=O
4% | 14% | -1% | N#Cc1nc(-c2ccc([N+](=O)[O-])cc2)oc1N1CCCCC1
4% | 5% | -5% | CCOc1ccc(-c2nnc(N3CCOCC3)c3ccccc23)cc1

# The results go on:
Siah-1 displacement | AID2073 | LYP phosphatase | canonical_smiles
-1% | 7% | -2% | COc1cc2c(cc1OC)C(C)N(S(=O)(=O)c1ccc(C)cc1)CC2 (configuration not stated)
5% | -6% | -6% | O=C(Cc1ccc(Cl)c(Cl)c1)Nc1ccc(S(=O)(=O)Nc2ncccn2)cc1
-5% | 8% | -11% | Cc1ccc(OCc2nc3ccccc3n2C)cc1
-5% | 12% | -6% | O=C(O)CC(Cc1ccc(Cl)cc1)C(=O)NCC12CC3CC(CC(C3)C1)C2 (configuration not stated)
6% | -5% | -7% | CCOc1ccc(NC(=S)NC(=O)/C=C/c2ccco2)cc1
-4% | 1% | -15% | Cc1ccc(C(=O)NC2CCCc3c2cnn3-c2ccc(F)cc2F)cn1 (configuration not stated)
4% | 4% | 1% | CC1C(=O)N(Cc2ccc([N+](=O)[O-])cc2)c2ccccc2N1C(=O)c1c(F)cccc1F (configuration not stated)
-4% | -28% | -5% | Cc1cccc(C(=O)NC(=S)N(C)C2CCCCC2)c1
-3% | 16% | -5% | COc1ccccc1CNC(=O)/C(C#N)=C/c1ccc(OC)c(OC)c1OC
-2% | 4% | 2% | CCOC(=O)N1CCN(C(=O)c2ccc(N(Cc3ccccc3Cl)S(C)(=O)=O)cc2)CC1
-1% | -1% | 1% | Cc1cc2c(cc1C)C(c1ccccc1F)CC(=O)N2 (configuration not stated)
-7% | 0% | -12% | O=C(c1cc(COc2ccc3ncccc3c2)on1)N1CCC[C@H]1CO
1% | -6% | -6% | COc1ccc(N2CCN(C(=O)NCc3ccc(OC)c(OC)c3)CC2)cc1
-6% | 7% | -7% | O=C(Nc1ccc(S(=O)(=O)N2CCOCC2)cc1)c1ccc(S(=O)(=O)N2CCOCC2)cc1

# Entries listed so far that have fluorine (14):
Siah-1 displacement | AID2073 | LYP phosphatase | canonical_smiles
-1% | 5% | -8% | O=C(Nc1ccc(Cl)cc1F)c1cccc2ccccc12
4% | 6% | -13% | O=C(NCCc1ccccn1)c1ccc2nc(Cc3ccccc3F)oc2c1
2% | 24% | -10% | Cc1ccccc1C(=O)N1CC(=O)Nc2ccc(F)cc2C1c1ccc(F)cc1 (configuration not stated)
-5% | 10% | 7% | COc1cc(CNc2ccc3[nH]c(=O)[nH]c3c2)cc(Br)c1OCc1ccccc1F
0% | 46% | -2% | O=C(c1ccc(N2CCN(C(=O)c3cccc(F)c3)CC2)cc1)c1cccc(F)c1
-2% | 18% | -12% | COC(=O)C1CCN(C(=O)C2CCC(=O)N(CCc3cccc(F)c3)C2)CC1 (configuration not stated)
0% | 4% | -6% | Cc1c(-c2ccccc2)nnn1-c1ccc(F)cc1F
-4% | 3% | -8% | Cc1nc2ccc([N+](=O)[O-])cc2c(=O)n1Cc1cccc(F)c1
1% | 16% | -2% | COc1cc(/C=C(\C#N)C(=O)Nc2ccc(C(=O)O)cc2)ccc1OC(=O)c1cccc(F)c1
7% | 8% | -7% | COc1ccc(CNC(=O)CCn2c(=O)c3cccn3c3ccc(F)cc32)cc1
4% | 14% | -4% | O=C(O)CCCn1cc(NC(=O)COc2ccc(F)cc2)cn1
-4% | 1% | -15% | Cc1ccc(C(=O)NC2CCCc3c2cnn3-c2ccc(F)cc2F)cn1 (configuration not stated)
4% | 4% | 1% | CC1C(=O)N(Cc2ccc([N+](=O)[O-])cc2)c2ccccc2N1C(=O)c1c(F)cccc1F (configuration not stated)
-1% | -1% | 1% | Cc1cc2c(cc1C)C(c1ccccc1F)CC(=O)N2 (configuration not stated)

# Compound activity as filed in PubChem.

# A portion of the library; rates above refer to the full screens.
